PMI act hi M6P: PMI (human) activation, high substrate; P34949; AID 1216; 0.34% of 190,000 active; coupled PMI enzyme assay, resazurin fluorescence, 20 min; active compounds read high; 1 = untreated enzyme, 0 = substrate-free blank; activation factor at 20 µM;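 active = activation factor of 2 or more at 20 µM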
Target sequence (P34949 whole entry, looked up): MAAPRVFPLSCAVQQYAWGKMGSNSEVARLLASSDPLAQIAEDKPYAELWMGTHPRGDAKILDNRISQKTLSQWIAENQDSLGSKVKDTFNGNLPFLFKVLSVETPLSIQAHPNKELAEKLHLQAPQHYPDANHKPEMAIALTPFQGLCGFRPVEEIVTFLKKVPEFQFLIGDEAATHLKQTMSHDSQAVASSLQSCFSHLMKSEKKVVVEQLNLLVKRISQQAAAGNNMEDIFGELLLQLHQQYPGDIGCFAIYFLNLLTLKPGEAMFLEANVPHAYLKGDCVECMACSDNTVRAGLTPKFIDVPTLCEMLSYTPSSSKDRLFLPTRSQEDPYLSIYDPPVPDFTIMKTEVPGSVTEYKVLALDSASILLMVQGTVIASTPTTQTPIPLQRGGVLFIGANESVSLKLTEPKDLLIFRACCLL
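Material: human phosphomannose isomerase with PGI, G6PDH, diaphorase coupling enzymes; amount: PMI at 15 ng/mL final; also added: Mannose-6-phosphate 1.0 mM (near-saturating) plus 0.22 mM NADP+; incubation: enzyme reaction with compound 20 min at room temperature; signal: resorufin fluorescence (Ex 544/Em 590 nm) from resazurin via diaphorase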
FLuc inh counter: Photinus pyralis luciferase inhibition counter-screen; 1.5% of 200,000 active; inhibition, % at 10 µM; ATPLite firefly luciferase biochemical luminescence, 10 min; P08659;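 active = inhibition above about 50% when tested at 10 µM, limit read from the data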
Target sequence (P08659 whole entry, looked up): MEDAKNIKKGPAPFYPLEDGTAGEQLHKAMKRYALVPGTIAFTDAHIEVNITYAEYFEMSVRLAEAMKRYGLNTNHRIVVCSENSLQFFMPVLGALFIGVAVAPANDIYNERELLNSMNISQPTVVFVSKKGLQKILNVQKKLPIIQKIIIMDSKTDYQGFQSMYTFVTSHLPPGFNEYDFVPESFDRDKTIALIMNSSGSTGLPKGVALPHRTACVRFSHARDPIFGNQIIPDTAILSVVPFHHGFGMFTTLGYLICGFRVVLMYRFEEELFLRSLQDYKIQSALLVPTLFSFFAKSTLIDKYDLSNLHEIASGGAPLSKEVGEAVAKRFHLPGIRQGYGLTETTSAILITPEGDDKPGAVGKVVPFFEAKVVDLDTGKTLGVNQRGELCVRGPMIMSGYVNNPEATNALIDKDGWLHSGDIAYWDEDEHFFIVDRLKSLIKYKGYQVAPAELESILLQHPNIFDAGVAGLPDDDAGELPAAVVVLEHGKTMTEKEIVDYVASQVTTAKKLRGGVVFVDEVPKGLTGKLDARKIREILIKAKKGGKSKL
TNAP inh noacc: inhibitors of human TNAP without phosphate acceptor. purified TNAP, CDP-star luminescence, 30 min. inhibition, % at 20 µM. AID 1012. P05186. 0.26% of 200,000 active;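 active = tissue-nonspecific alkaline phosphatase inhibition above about 50% at 20 µM in the single-dose screen, limit read from the data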;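 also: 0% = DMSO negative control and 100% = EDTA positive control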
bIAP activator: intestinal alkaline phosphatase (bovine) activation | purified bovine IAP, CDP-star luminescence, 30 min; active compounds read high; fold of DMSO-control signal, blank-subtracted | AID 1016 | 0.17% of 200,000 active | activation factor at 20 µM;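 active = activation factor of 2 or more at 20 µM, a signal rise over negative controls twice the positive control's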
TNAP inh hiacc: blocks human TNAP under high phosphate acceptor concentration; P05186; purified TNAP, CDP-star luminescence, 1 M DEA; inhibition, % at 20 µM; 0.03% of 200,000 active; AID 1135;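 active = over 50% inhibition of tissue-nonspecific alkaline phosphatase at 20 µM in the single-dose screen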;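 also: plate controls were DMSO wells for no effect and EDTA-quenched wells as full inhibition for full effect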
TNAP act hi DEA: TNAP (human) activation, high acceptor | 200,000 tested, under 10 active | purified TNAP, CDP-star luminescence, 1 M DEA, 30 min; active compounds read high; 0 = EDTA background, 1 = DMSO-only activity | P05186 | activation factor at 20 µM | AID 1136;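 active = activation factor at least 2 at 20 µM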
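Assay system: human TNAP; Input: enzyme diluted 1/800 final; Reagent: CDP-star luminogenic substrate at 100 µM final; Timing: 30 min, room temperature; Signal: luminescence; Evaluation: TNAP activation factor scaled between EDTA and DMSO control wells.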
NF-kB expr up: raises NF-kB expression in human neuronal cells | AID 1239 | fold change at 12.5 µM | NF-kB reporter expression; active compounds read high | 1.6% of 190,000 active; in the data active = fold change above about 3.3
PMI activator: increases human mannose-6-phosphate isomerase activity. P34949. purified human PMI, coupled resazurin fluorescence, 20 min; active compounds read high; 1 = vehicle control, 0 substrate-free wells. activation factor at 20 µM. 0.005% of 190,000 active. AID 1214;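 active = activation factor of 2 or more at 20 µM, relative to plate controls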
APP 5'UTR act: activates APP 5'UTR luciferase reporter; SH-SY5Y APP 5'UTR luciferase reporter, luminescence; zero percent = DMSO vehicle wells; activation, % at 2 µM; 1% of 190,000 active;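 active = activation above a set limit, based on mean plus 3 SD of controls, cut at about 140% in these data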; also: values of inactives mirror those of a sister screen read the other way
FLuc stim CS: affects firefly luciferase, flagging false hits in luciferase stimulation screens. P08659. ATPlite luciferase biochemical, luminescence, 10 min; 0 = ATP-free wells, 1 = DMSO control. activation factor at 10 µM. 200,000 tested, under 10 active;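 active = luciferase activation factor, scaled between plate controls, of at least 2 with compound at 10 µM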
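Assay system: Luciferase/luciferin reagent mix; Medium: PBS as buffer for the ATP substrate; Dosing: test compounds dosed from 2 mM stocks in 100% DMSO; Times: 10 min, room temperature; Signal: luminescence from luciferase reaction; Read-out: luciferase activation; Controls: No-ATP low control, compound-free enzyme-plus-ATP high control.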
* marks the source's active call; other numbers are inactive results.

SMILES	PMI act hi M6P	FLuc inh counter	TNAP inh noacc	bIAP activator	TNAP inh hiacc	TNAP act hi DEA	NF-kB expr up	PMI activator	APP 5'UTR act	FLuc stim CS
O=C1COc2ccc(C(=O)/C=C/c3ccccc3)cc2N1	0.9	10	-10	1	0	1	3.3*	0.9	6	0.9
COc1ccc(O)c(CN2CCN(CCc3ccccc3)C(CCO)C2)c1 (configuration not stated)	0.7	-8	1	1	-5	1.1	1.2	0.9	4	1.1
Cc1ccc(OCCOc2ccc(Br)cc2)c([N+](=O)[O-])n1	0.9	10	-2	1	-1	1	2.1	0.9	66	0.9
CC(NC(=O)Nc1ccc(Br)cc1)C(C)(C)C (configuration not stated)	1	7	-13	1	-3	1	1.7	1	16	0.9
CC1Cn2c(nnc2-c2cc3ccccc3cc2O)S1 (configuration not stated)	0.7	6	-29	1	1	1	1.1	0.7	6	0.9
CCCCn1c(SCc2cccnc2)nc2c1c(=O)n(C)c(=O)n2C	0.9	-5	-13	0.9	-5	1	0.8	0.9	3	1
COc1ccc(S(=O)(=O)N2CCCCCC2)cc1N(C)S(=O)(=O)c1ccc(Cl)cc1	0.9	-7	-4	1	-2	1	0.53	0.8	5	1.1
CCOC(=O)C1(CCCc2ccccc2)CCN(C(=O)C(C)n2cncn2)CC1 (configuration not stated)	0.8	0	-11	1	-6	1.1	0.96	0.8	2	1
COc1ccc2c(=O)c3c(=O)n(Cc4ccco4)c(C(C)C)nc3oc2c1	1	-5	-8	0.9	0	1	1.2	1	5	1.1
O=C(CC1S/C(=N/N=C/c2cccs2)NC1=O)Nc1ccc(Cl)cc1 (configuration not stated)	1	-4	-5	0.9	1	1	1.3	1	-2	1
CCOc1ccccc1C(=O)NCCCn1ccnc1	1	-6	-3	0.9	0	1	1	1	-2	1.1
O=C1CC(N2CCCCCC2)C(=O)N1c1ccc2c(c1)OCO2 (configuration not stated)	0.8	-7	-6	1	-2	1	1.1	0.9	24	1.1
CCc1c(C)nc(SCCOc2ccc(OC(C)C)cc2)[nH]c1=O	0.8	-8	-8	0.8	-7	1.1	1	0.8	7	1.1
O=C(NN1C(=O)c2ccccc2NC1c1ccc([N+](=O)[O-])o1)c1ccc(Br)cc1 (configuration not stated)	1	-8	-13	0.9	-2	1	1.4	1.1	4	1.1
O=C(O)CCS(=O)(=O)c1cccc2cccnc12	0.9	-5	-8	1	0	1	0.95	0.9	5	1.1
O=C1CCCC(=O)C1C(=O)C1CCN(S(=O)(=O)c2ccccc2)CC1	1.1	-2	0	1.3	-5	1.1	1.4	1.2	11	1
N#C/C(=N\Nc1ccc(S(=O)(=O)N2CCCCC2)cc1)C(N)=S	0.9	-5	21	1	25	0.8	0.72	0.9	-12	1.1
O=C(c1cccc(S(=O)(=O)N2CCOCC2)c1)N1CCCC1	0.9	-2	-9	0.9	-2	1	1.2	0.9	3	1
COc1ccccc1NC(=O)c1nn(-c2ccc(Cl)cc2)ccc1=O	0.9	-1	-2	1	-4	1	1.2	0.9	0	1
COc1ccc(/C=C(\C#N)C(=O)OCCNC(=O)c2ccncc2)cc1	1.1	-6	-5	1.1	-2	1	0.98	0.3	1	1.1
CCOc1ccccc1N=C1SC(CC(=O)Nc2ccc(OC)cc2OC)C(=O)N1CCC1=CCCCC1 (configuration not stated)	0.9	-10	0	1	-5	1.1	1	0.8	-13	1.1
CC1(C)C2CCC1(CS(=O)(=O)Nc1ccc(S(=O)(=O)N3CCCC3)cc1)C(=O)C2 (configuration not stated)	0.9	-5	-5	0.9	-2	1	1.2	0.8	-11	1
O=C(CSc1nnc2scc(-c3ccc(F)cc3)n12)NCc1ccco1	1	-4	-14	1	-8	1.1	1.3	1	1	1
COc1ccccc1C(=O)Nc1ccc(C)cc1C(=O)c1ccccc1	0.9	-4	-5	0.4	-1	1	1	0.8	5	1
O=c1[nH]c(SCc2c(Cl)cccc2Cl)nc2ccccc12	1	-6	-9	0.8	-6	1.1	1.2	1	1	1.1

New compounds follow:
SMILES	PMI act hi M6P	FLuc inh counter	TNAP inh noacc	bIAP activator	TNAP inh hiacc	TNAP act hi DEA	NF-kB expr up	PMI activator	APP 5'UTR act	FLuc stim CS
COc1cccc(CN2CCN(C3CSCCSC3)CC2CCO)c1 (configuration not stated)	1.1	2	1	1.1	-6	1.1	0.9	1.1	9	1
CCOc1ccc(NC(=O)CN(C)CC(=O)Nc2ccc(Br)cc2F)cc1OCC	1	-2	-6	1.2	2	1	1.2	1	5	1
Cc1c(NS(=O)(=O)CC23CCC(CC2=O)C3(C)C)c(=O)n(-c2ccccc2)n1C (configuration not stated)	0.9	-5	-10	0.9	-6	1.1	0.97	0.9	5	1
COc1cc(CC(=O)OCC(=O)Nc2sccc2C(N)=O)cc(OC)c1OC	0.9	-2	-4	1.3	0	1	0.71	0.9	5	1
COCCn1c(-c2ccccc2)nc(=S)c2c1CC(C)(C)OC2	0.9	-8	-10	0.9	-3	1	1.1	0.9	-3	1.1
Cc1oc2c(CN3CCCC3)c(O)ccc2c(=O)c1Oc1ccccc1Br	0.9	-2	-6	1.1	-4	1	1.2	0.9	-4	1
Cc1c(-n2cc(C(=O)c3cc(F)ccc3O)cc(C#N)c2=O)c(=O)n(-c2ccccc2)n1C	1.2	-1	-4	0.7	8	0.9	0.9	1.2	18	1
Cc1c(NC(=O)C2(c3ccccc3)CCOCC2)c(=O)n(-c2ccccc2)n1C	0.9	-2	-10	1.1	1	1	1.2	0.9	3	1
O=C(N/N=C/c1ccccn1)c1ccc(Br)o1	0.7	5	-82	1.1	-2	1	1.2	0.6	-9	0.9
O=C(O)CCNS(=O)(=O)c1ccc2c(c1)OCCCO2	1.1	-4	-8	1	-5	1	1.2	1	5	1
CC(C)c1csc(CN2CCN(Cc3ccc(F)cc3)C(CCO)C2)n1 (configuration not stated)	0.8	-1	-6	1.2	-4	1	0.88	0.8	22	1
Nc1ccc(Sc2ccc([N+](=O)[O-])cc2)cc1	1	-5	-6	0.6	-1	1	1.2	1	19	1.1
CCOC(=O)C1CCN(C(=O)c2cccc(NC(=O)C(CC)CC)c2)CC1	0.9	-3	-11	1.1	0	1	1.1	0.9	6	1
Cc1ccc(NC(=S)N/N=C2\CCCCC2C)cc1 (configuration not stated)	2*	-7	-26	0.8	-1	1	1.1	1.8	31	1.1
CCOC(=O)N1CCN(C(=O)CCSc2ccc(Cl)cc2)CC1	1.1	-6	-11	0.9	-4	1	1.4	1.1	11	1.1
CCN(CC)S(=O)(=O)c1cc(Cl)ccc1OC	1	5	-4	1.1	2	1	1.1	1.1	-9	1
CC(C)(C)NC(=O)CN(C(=O)CCN1CCCc2ccccc21)C(C)(C)C	0.9	-4	-9	1	-5	1.1	1.1	0.9	3	1
C/C(=N\NC(=S)NC(C)C)c1ccc(Cl)s1	1	4	-5	0.9	4	1	1.4	0.9	4	1
COc1ccc(OCc2nn3c(Cn4cnc5ccccc54)nnc3s2)cc1	0.9	-8	2	0.9	-8	1.1	0.72	0.9	-1	1.1
C=CCCC1(C)C(=O)N(c2ccccc2)c2ccccc21 (configuration not stated)	0.9	-1	-2	0.9	2	1	0.99	0.9	-7	1
CCN1C(=O)C(CC(=O)Nc2ccc(OC)cc2)N(Cc2cccnc2)C1=S (configuration not stated)	0.9	-5	-7	1	0	1	0.97	0.9	-12	1
Cc1cc(C)c2cc3c(N)c(C(=O)Nc4c(C)[nH]c(=O)[nH]c4=O)sc3nc2c1	1.2	2	-20	1.1	2	1	0.9	0.9	-18	1
Brc1cccc(OCCCN2CCCCCC2)c1	1	-3	-10	1.2	-3	1	1.1	0.9	3	1
N#Cc1ccccc1NC(=O)CSc1nnc(-c2ccncc2)o1	1	-2	-1	1	-5	1	1.1	1.1	-12	1
COc1ccc(C2C(C(=O)NCc3ccccn3)c3ccccc3C(=O)N2C)cc1OC (configuration not stated)	1.2	-7	2	1	-7	1.1	1.1	1.1	9	1.1

More results.
SMILES	PMI act hi M6P	FLuc inh counter	TNAP inh noacc	bIAP activator	TNAP inh hiacc	TNAP act hi DEA	NF-kB expr up	PMI activator	APP 5'UTR act	FLuc stim CS
O=C(NCc1ccccc1)C1=C[C@@H](c2coc3ccccc3c2=O)C[C@@H](OCc2ccc(CO)cc2)O1	0.9	-2	25	1.1	-7	1.1	1.7	0.9	13	1
Clc1cccc(-c2nnc(-c3ccccc3)o2)c1	1	73*	-12	0.8	-3	1	8.8*	0.9	136*	0.3
COc1ccc(OC)c(C(=O)c2ccc(C(=O)N3CCN(Cc4csc(C)n4)CC3)cc2)c1	1.1	-3	-3	1.1	1	1	1.1	1	6	1
Cc1ccc(-c2cc(C(=O)Nc3nn[nH]n3)c3ccccc3n2)cc1	1.1	48	-8	1.2	-4	1	1.4	1	25	0.5
O=C(NC1CCCc2ccccc21)C1CCN(S(=O)(=O)N2CCCCCC2)CC1 (configuration not stated)	0.9	-8	-12	1.2	-4	1	0.89	1	2	1.1
CCOC(=O)c1sc(NC(=O)C(CC)OC(=O)C(CC(C)C)NC(=O)c2ccccc2)nc1C (configuration not stated)	0.9	-4	-2	1	-1	1	0.83	0.8	7	1
CCOc1ccc(-c2[nH]ncc2-c2ccc(OC)c(OC)c2)c(O)c1	1	-2	-13	1.8	-2	1	0.75	1	-70	1
N#Cc1nc(-c2ccc(OCc3ccccc3)cc2)oc1NCCCn1ccnc1	1	4	-26	1.1	-9	1.1	0.66	1	-16	1
CCOC(=O)NC(CC(=O)O)c1ccc(OC)cc1 (configuration not stated)	1	-10	-16	1	-8	1.1	0.87	1	29	1.1
CC(C)OP(=O)(OC(C)C)C(Nc1ccccn1)c1ccc(F)cc1 (configuration not stated)	1	-4	-14	1	2	1	0.81	0.9	-13	1
Cc1cccc(OCC(=O)N2CCN(C(=O)c3cccs3)CC2)c1	1	-4	-3	1	-6	1.1	1.8	0.9	10	1
N/C(=N\c1nc2ccccc2o1)NC(=O)c1ccc(F)cc1	1	9	-6	1.1	-2	1	1.6	1	26	0.9
OCCC1CN(Cc2cccc3nccnc23)CCN1Cc1ccc(F)c(F)c1 (configuration not stated)	1	-7	-2	1.1	-3	1	1.2	1	4	1.1
O=C(Cc1cccs1)Nc1nnc(CCc2ccccc2)s1	1	-6	-3	0.9	-4	1	1.1	1	5	1.1

An excerpt of these results, bar-delimited:
mol | PMI act hi M6P | FLuc inh counter | TNAP inh noacc | bIAP activator | TNAP inh hiacc | TNAP act hi DEA | NF-kB expr up | PMI activator | APP 5'UTR act | FLuc stim CS
O=C(NCc1ccccc1)C1=C[C@@H](c2coc3ccccc3c2=O)C[C@@H](OCc2ccc(CO)cc2)O1 | 0.9 | -2 | 25 | 1.1 | -7 | 1.1 | 1.7 | 0.9 | 13 | 1
Clc1cccc(-c2nnc(-c3ccccc3)o2)c1 | 1 | 73* | -12 | 0.8 | -3 | 1 | 8.8* | 0.9 | 136* | 0.3
COc1ccc(OC)c(C(=O)c2ccc(C(=O)N3CCN(Cc4csc(C)n4)CC3)cc2)c1 | 1.1 | -3 | -3 | 1.1 | 1 | 1 | 1.1 | 1 | 6 | 1
Cc1ccc(-c2cc(C(=O)Nc3nn[nH]n3)c3ccccc3n2)cc1 | 1.1 | 48 | -8 | 1.2 | -4 | 1 | 1.4 | 1 | 25 | 0.5
O=C(NC1CCCc2ccccc21)C1CCN(S(=O)(=O)N2CCCCCC2)CC1 (configuration not stated) | 0.9 | -8 | -12 | 1.2 | -4 | 1 | 0.89 | 1 | 2 | 1.1
